# Source: PubChem
# Mot1-301 SUMO – yeast Mot1-301 growth rescue at high temperature, primary screen, SUMOylation pathway inhibitor project, S. cerevisiae, ATP luminescence, 38.5C. S. cerevisiae Mot1-301 growth rescue; percent above DMSO median, 100 means doubled. growth rescue, % at 18.8 µM. 320,000 tested, 1% active;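 active = every valid replicate shows activation above 250% relative to neutral control wells; inactive = the rest, any valid replicate at or below 250%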;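 note: OY570 slx delta 5 strain wells were the positive control but not used for scaling; some compounds called inactive have numbers as strong as hits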
# CDK5 p35 inh – inhibitors of human CDK5/p35 kinase, primary screen, biochemical, single concentration | Cyclin-dependent kinase 5 (Homo sapiens) + Cyclin-dependent kinase 5 activator 1 (Homo … | Recombinant CDK5/p35, ADP-Glo luminescence, 60 min | inhibition, % at 10 µM | 330,000 tested, 0.01% active | AID 488839, 2010;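 active = highest replicate inhibition of at least 50% and at least 75% of replicates reaching 50%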;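 note: plate controls were DMSO neutral control for no effect and GW8510 at 10 µM for full effect; many of its hits are not listed in these tables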
# Tat transport – E. coli Tat export inhibitors, primary screen, MC4100, TorA-mCherry reporter, fluorescence, single point; inhibition, % at 10 µM; 340,000 tested, 0.036% active; AID 488895, 2010;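 active = mean replicate inhibition at least 50% and at least half of replicates individually reaching 50%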;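 note: exported cargo escapes ClpAP degradation while cytoplasmic cargo is degraded and loses fluorescence; 0% = median of neutral control wells and 100% = median of NaSCN control wells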
# E coli growth – E. coli V3065 growth inhibition, primary screen, counter-screen for AddAB inhibitor project, absorbance, OD600; 18 h; 330,000 tested, 0.27% active; inhibition, % at 11.9 µM;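 active = inhibition above the campaign's mean inhibition across all tested compounds plus 3 SD, cut at about 9.9% in these data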;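 note: uninfected addAB+ strain grown without phage in ampicillin broth; 0% = DMSO wells and 100% = ciprofloxacin 0.95 µg/ml wells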
# PKA-R1A act – activators of PKA-R1A holoenzyme, primary screen, biochemical, fluorescence polarization, Cy5-IP20, bovine R1A, mouse PKAc | PKA-R1A dissociation; scaled: DMSO 0%, 113 µM cGMP 100% | 340,000 tested, 0.083% active | activation, % at 11.4 µM | AID 504707, 2011;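 active = percent activation above the mean of all tested compounds plus 3 SD, cut at about 19% in these data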;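 note: higher means more PKAc released from R1A so a rise in polarization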
# DAGLB inhibitor – DAGLB lipase inhibitors, primary screen, biochemical, fluorescence, HTS; 340,000 tested, 0.059% active; HEK293T DAGLB membrane lysate, EnzChek fluorogenic substrate; inhibition, % at 5.17 µM; AID 504411, 2011; in the data active = inhibition above about 34%;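 note: 0% = enzyme with vehicle and 100% = wells lacking enzyme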
# HTR5A inv ctr – HTR5A inverse agonists in luminescence cell assay, primary screen, counter-screen for OPRM1-OPRD1 heterodimer inverse agonist project, full-deck HTS; HTR5A cell line, inverse agonism; inhibition, % at 9.3 µM; 340,000 tested, 0.083% active; AID 504634, 2011; in the data active = inhibition mostly above about 23%, no sharp cut-off; inactive = mostly below about 18%;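 note: 0% = cells with DMSO and 100% = no-cell wells with DMSO; some compounds called inactive have numbers as strong as hits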
# Target sequence (P47898 whole entry, looked up): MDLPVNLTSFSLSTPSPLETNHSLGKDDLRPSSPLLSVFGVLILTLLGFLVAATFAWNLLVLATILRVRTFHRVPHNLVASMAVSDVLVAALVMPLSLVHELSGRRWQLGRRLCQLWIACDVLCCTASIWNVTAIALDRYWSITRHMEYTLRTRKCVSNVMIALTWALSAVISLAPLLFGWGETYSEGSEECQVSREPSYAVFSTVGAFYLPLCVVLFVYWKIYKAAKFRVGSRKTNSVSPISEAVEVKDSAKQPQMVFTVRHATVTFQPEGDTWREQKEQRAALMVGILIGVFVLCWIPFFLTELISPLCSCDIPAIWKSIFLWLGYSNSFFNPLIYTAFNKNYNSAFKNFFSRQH
# HTR5A ag – HTR5A agonists in luminescence cell assay, primary screen, counter-screen for OPRM1-OPRD1 heterodimer agonist project, full-deck HTS; 5-hydroxytryptamine receptor 5A (Homo sapiens), P47898; cell-based; activation, % at 9.3 µM; 340,000 tested, 0.61% active; in the data active = activation mostly above about 9.5%, no sharp cut-off; inactive = mostly below about 7.6%;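 note: 0% = cells with vehicle only and 100% = reference agonist; strong numbers were not always called active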
# AddAB inh – growth inhibition of E. coli expressing H. pylori AddAB, primary screen, AddAB inhibitor project, absorbance; inhibition, % at 11.9 µM; AID 435030, 2010; 330,000 tested, 0.29% active; in the data active = inhibition above about 12%;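 note: 0% = vehicle wells of infected cells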
# PKA-R2B activ – activators of PKA-R2B holoenzyme, primary screen, biochemical, fluorescence polarization, Cy5-IP20, human; PKA-R2B holoenzyme dissociation; R2B truncated from residue 108, S112A mutant; 0% DMSO only, 100% 113 µM cGMP; cAMP-dependent protein kinase catalytic subunit beta (Homo sapiens) + cAMP-dependent …; 340,000 tested, 0.079% active; activation, % at 11.4 µM; AID 504700, 2011;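 active = activation above a cutoff set at the mean over all compounds plus 3 SD, cut at about 18% in these data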;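 note: higher means more holoenzyme dissociation and a rise in polarization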
# Target sequence (P31323 whole entry, looked up, other chains not shown, the tested form may be a part): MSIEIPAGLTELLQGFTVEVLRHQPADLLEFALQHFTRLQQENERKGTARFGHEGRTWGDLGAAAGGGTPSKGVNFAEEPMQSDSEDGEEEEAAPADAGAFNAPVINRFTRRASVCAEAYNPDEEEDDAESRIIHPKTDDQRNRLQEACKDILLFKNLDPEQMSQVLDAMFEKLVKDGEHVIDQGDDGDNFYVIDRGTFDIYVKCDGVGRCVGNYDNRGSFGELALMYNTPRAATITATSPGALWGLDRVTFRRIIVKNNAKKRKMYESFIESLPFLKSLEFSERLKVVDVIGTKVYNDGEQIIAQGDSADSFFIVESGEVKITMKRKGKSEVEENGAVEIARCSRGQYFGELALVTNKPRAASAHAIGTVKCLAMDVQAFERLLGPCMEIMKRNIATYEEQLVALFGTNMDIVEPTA
# phage Ecoli inh – growth loss of phage-infected E. coli, primary screen, RecBCD inhibitor project, absorbance, with phage, HTS. inhibition, % at 11.9 µM. 360,000 tested, 0.26% active; in the data active = inhibition above about 11%
# The depositor's hits bear a star; · = no result given.
1: CCCCC1CC1C(=O)Nc1ncc2c(n1)CC(C)(C)CC2=O (stereo unspecified)
2: Cc1ccccc1OCC(O)Cn1c(SC(C)C)nc2c1c(=O)[nH]c(=O)n2C (stereo unspecified)
3: CN(C)[C@@H]1CCC[C@@H]1OC(=O)C(c1ccccc1)c1ccccc1
4: CCn1cc(C(=O)NCC(=O)OC)c2cc(OC)c(OC)cc2c1=O
5: Cc1cccc(CCNS(=O)(=O)c2ccc3c(c2)NC(=O)CO3)c1
6: CCn1cc(CNCc2c(C(=O)N3CCCCC3)nc3c(C)cccn23)cn1
7: CCN(Cc1ccc(OC)c(F)c1)C(=O)c1oc2ccccc2c1COC
8: Fc1ccc(C2NCCn3cccc32)cc1 (stereo unspecified)
assay / compound,1,2,3,4,5,6,7,8
Mot1-301 SUMO,-10,4,-2,36,·,14,-1,11
CDK5 p35 inh,0.6,0.3,-1.0,1.0,0.0,-1.0,-2.8,-1.5
Tat transport,0,1,0,-2,-2,12,12,2
E coli growth,-2.7,0.6,-0.1,1.2,0.2,-1.8,1.1,1.7
PKA-R1A act,0,15,-6,9,1,-2,-2,-15
DAGLB inhibitor,0,2,0,0,3,-2,-2,2
HTR5A inv ctr,-2,-1,7,-25,3,-3,-8,14
HTR5A ag,6,0,-5,10,0,1,8,-6
AddAB inh,-1.3,5.2,2.9,4.8,3.2,1.3,1.8,1.1
PKA-R2B activ,-3,-7,-9,3,-1,-14,-4,-17
phage Ecoli inh,3.8,2.2,2.3,2.3,3.1,3.8,-2.2,1.0

9: CCOC(=O)c1nc(C(=O)NCc2ccc(C)cc2)nc2ccccc12
10: Cc1nc(C)c(-c2ccc(SCc3ccccc3F)nn2)s1
11: O=C1c2cccnc2C(=O)N1c1cccc(-c2nc3ccccc3o2)c1
12: COc1ccc(CCNC(=O)[C@H](CC(C)C)NC(=O)N2CCn3c2nc2ccccc23)cc1OC
13: O=C(CCNC(=O)c1ccc(Br)cc1)NCc1ccccc1F
14: O=c1oc2c3c4c(cc2c(C(F)(F)F)c1CCN1CCOCC1)CCCN4CCC3
15: COc1ccc(CN(C)C(=O)c2ccc(OCC(=O)Nc3cccc(C(F)(F)F)c3)c(OC)c2)c(OC)c1
16: CCSc1nnc(NC(NC(=O)c2ccco2)(C(F)(F)F)C(F)(F)F)s1
assay / compound,9,10,11,12,13,14,15,16
Mot1-301 SUMO,-12,-3,1,23,812*,-7,1,-11
CDK5 p35 inh,-0.5,3.6,1.1,-0.2,1.0,-1.5,0.5,0.5
Tat transport,8,9,-10,7,5,0,17,-6
E coli growth,2.2,0.3,-2.2,0.2,0.6,-0.3,-0.4,2.4
PKA-R1A act,9,2,-7,8,-4,-7,-5,-8
DAGLB inhibitor,-1,-5,-1,-2,0,-28,-6,0
HTR5A inv ctr,-16,-14,14,·,30,3,-6,8
HTR5A ag,5,1,-6,·,0,4,3,-3
AddAB inh,3.8,3.0,2.4,0.0,0.3,3.3,-1.9,1.9
PKA-R2B activ,-6,1,-12,7,5,5,-3,11
phage Ecoli inh,1.8,-3.0,1.0,3.0,0.5,1.3,1.2,0.0

17: N#CCC(=O)N/N=C/c1cn(Cc2ccc(Cl)c(Cl)c2)c2ccccc12
18: Cc1cc(C)c(S(=O)(=O)NCC(=O)NCc2ccco2)c(C)c1
19: Cc1nc2ccccc2nc1OCc1ccccc1
20: N=C(N)Sc1nc(N2CCCCC2)nc(N2CCCCC2)n1
21: CC1(C)CC(=O)C/C(=N\NC(=O)C2CC2c2ccccc2)C1 (stereo unspecified)
22: Cc1cccc(C)c1NC(=O)NCCSc1snnc1C
23: O=C1OCC2=C1C(c1ccc(Cl)cc1)CC(=O)N2c1ccc(F)cc1 (stereo unspecified)
24: COc1cccc2cc(C(=O)NCc3ccc(Cl)cc3)c(=O)oc12
assay / compound,17,18,19,20,21,22,23,24
Mot1-301 SUMO,-9,-1,-3,66,-10,5,138,-8
CDK5 p35 inh,-1.2,0.1,-1.0,-0.3,-6.9,0.0,0.1,-0.7
Tat transport,-5,0,6,3,6,1,-1,2
E coli growth,-0.3,0.2,-1.2,0.4,4.5,0.8,0.2,-1.3
PKA-R1A act,-4,6,1,-6,16,2,0,-9
DAGLB inhibitor,9,0,-8,5,-4,0,2,0
HTR5A inv ctr,6,6,-10,4,16,15,-11,-11
HTR5A ag,6,-1,3,-2,2,1,4,4
AddAB inh,1.6,2.9,2.4,-0.6,1.4,0.5,0.3,-1.2
PKA-R2B activ,3,-3,-7,-1,-6,-1,-5,-13
phage Ecoli inh,-0.9,3.6,0.6,4.2,1.5,1.4,2.9,1.7

25: CC(=O)NCC(=O)OC(C(=O)c1ccccc1)c1ccc(Cl)cc1 (stereo unspecified)
26: CC1(C)CC(=O)c2cc(C(=O)NCc3ccco3)c(=O)n(-c3ccccc3)c2C1
27: Clc1cccc(-c2noc3ncnc(Nc4ccc5c(c4)OCO5)c23)c1
28: COc1ccc(NC(=S)N/C(=N/CS(=O)(=O)c2ccccc2)c2ccccc2)cc1
29: Cc1ccc(CN2CCN(Cc3cc4ccccc4o3)CC2CCO)cc1 (stereo unspecified)
30: COc1ccc(/C=C2\SC(=S)N(C(Cc3ccccc3)C(=O)O)C2=O)cc1 (stereo unspecified)
31: N#C/C(=C\c1c(N2CCN(c3ccccc3)CC2)nc2ccccn2c1=O)C(N)=O
32: CN1C[C@@H]2C[C@@H](C3=Cc4cc(Cl)ccc4OC3)N3CCC[C@@]23C1=O
assay / compound,25,26,27,28,29,30,31,32
Mot1-301 SUMO,-9,16,7,-7,148,·,14,-1
CDK5 p35 inh,-0.9,0.9,-1.0,0.4,-1.3,1.0,-0.8,-4.5
Tat transport,0,0,2,-3,-3,10,-6,0
E coli growth,0.6,1.9,-1.3,-1.8,-0.9,·,·,-0.2
PKA-R1A act,7,-3,5,-3,-3,-7,-6,5
DAGLB inhibitor,-1,2,-2,3,-1,16,2,0
HTR5A inv ctr,22,4,-28,5,2,-3,-4,-18
HTR5A ag,0,-1,10,0,0,1,1,-2
AddAB inh,0.5,1.9,3.4,-0.5,0.2,·,·,3.7
PKA-R2B activ,-2,6,-3,-8,-8,-9,-2,-11
phage Ecoli inh,2.8,3.2,2.0,1.6,2.8,3.5,-0.6,5.0

33: O=C(CSc1nc2cc(Cl)ccc2o1)N1CCOCC1
34: Cc1cccc(NC(=S)N(CCCN2CCCC2)Cc2cccn2Cc2ccc(Cl)cc2)c1
35: CCOCCOC(=O)C1=C(C)N(C)C(=O)NC1c1cc(Cl)c(O)c(OC)c1 (stereo unspecified)
36: O=C(COc1ccc(Cl)cc1)Nc1ccc2[nH]ncc2c1
37: CN(C)CCN(C(=O)c1ccc2c(c1)CCCC2)c1nc2cc3c(cc2s1)OCCO3
38: CCOC(=O)c1ccc(NC(=O)CSc2nnc(-c3cccs3)n2CC)cc1
39: CC(C)C(CCN1C(=O)CCC1=O)C1CCOC(C)(C)C1 (stereo unspecified)
40: CC(=O)NN1C(=O)c2ccccc2NC1c1ccccc1O (stereo unspecified)
assay / compound,33,34,35,36,37,38,39,40
Mot1-301 SUMO,-4,10,17,540,-12,-1,-6,-10
CDK5 p35 inh,-0.4,-1.0,-0.5,0.0,-0.8,0.2,1.2,0.2
Tat transport,-3,5,0,10,7,-3,1,-2
E coli growth,0.8,1.0,1.7,0.5,-1.8,1.1,1.4,-2.8
PKA-R1A act,5,-3,-7,4,1,6,-9,3
DAGLB inhibitor,-3,0,-3,0,-4,-7,1,-1
HTR5A inv ctr,-36,1,2,-3,-15,-9,-3,7
HTR5A ag,3,0,-5,1,7,3,3,-2
AddAB inh,3.9,0.7,2.1,3.1,5.1,1.0,1.0,1.2
PKA-R2B activ,-5,-5,-13,9,-2,17,-2,3
phage Ecoli inh,1.3,2.5,1.3,-1.7,1.5,3.1,1.9,1.8

# Looked up above.
# PKA-R1A act with CCOCCOC(=O)C1=C(C)N(C)C(=O)NC1c1cc(Cl)c(O)c(OC)c1 (stereo unspecified) = -7
# PKA-R2B activ with CCOC(=O)c1ccc(NC(=O)CSc2nnc(-c3cccs3)n2CC)cc1 = 17
# CDK5 p35 inh with Cc1cccc(NC(=S)N(CCCN2CCCC2)Cc2cccn2Cc2ccc(Cl)cc2)c1 = -1.0

# Printed as active in Mot1-301 SUMO, among the entries above:
no.	Structure	Mot1-301 SUMO	CDK5 p35 inh	Tat transport	PKA-R1A act	DAGLB inhibitor	PKA-R2B activ	phage Ecoli inh
13	O=C(CCNC(=O)c1ccc(Br)cc1)NCc1ccccc1F	812*	1.0	5	-4	0	5	0.5

# Following part
41: CCCC(=O)C1CCN(Cc2ccccc2)CC1
42: CCn1c(=O)n(CC)c2cc(S(=O)(=O)N3CCCCC3)c(C)cc21
43: COc1ccccc1Nc1nn2c(=O)c3ccc(C(=O)N4CCC(C)CC4)cc3nc2s1
44: Cc1cc(C(=O)NC2CC2)c2ccccc2n1
45: NC(=O)c1ccccc1NS(=O)(=O)Cc1ccc(Cl)cc1
46: CCOC1CCc2c(C)nc(N)nc2S1 (stereo unspecified)
47: CCc1c(C)nc2ncnn2c1Nc1ccc(C(C)=O)cc1
48: O=C(CCNC(=O)c1ccccc1Cl)Nc1cc(S(=O)(=O)N2CCOCC2)ccc1N1CCOCC1
49: CCn1c(SCC(=O)NCc2ccco2)nc2c1c(=O)n(C)c(=O)n2C
50: Cc1nc2nc(-c3ccc(Cl)cc3)[nH]n2c(=O)c1Cc1ccccc1
51: c1ccc(CNCCC(Cc2ccccc2)c2ccco2)cc1 (stereo unspecified)
assay / compound,41,42,43,44,45,46,47,48,49,50,51
Mot1-301 SUMO,·,6,-10,-27,13,326,-21,·,24,·,7
CDK5 p35 inh,-0.1,0.6,·,-0.8,-0.6,0.8,-1.4,-1.5,-1.4,-0.5,-0.1
Tat transport,2,7,4,6,-11,2,27,0,3,1,-5
E coli growth,-1.7,1.5,-0.9,0.5,-1.1,-0.2,-0.7,-3.3,-1.0,3.0,3.6
PKA-R1A act,-13,12,-3,-9,-17,-7,1,-4,-1,-13,-2
DAGLB inhibitor,-4,-2,1,-1,-1,-1,2,-2,2,3,-6
HTR5A inv ctr,-11,16,-3,16,-7,13,-6,1,13,-27,-17
HTR5A ag,-1,5,1,-2,-4,-4,5,9,2,0,-1
AddAB inh,1.7,0.9,-0.6,3.7,0.6,3.2,2.7,3.9,0.2,5.5,0.2
PKA-R2B activ,-2,-8,-6,-12,-3,9,-7,-10,-2,6,4
phage Ecoli inh,2.6,4.0,0.2,0.3,0.2,1.4,0.8,-0.1,1.9,1.6,0.1
